GLD-1 RNA inh: GLD-1-TGE RNA interaction inhibition (C. elegans); Q17339; purified GLD-1 + fluorescein TGE RNA, fluorescence polarization; inhibition, % at 5.96 µM; actives 0.44% (n = 320,000);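 active means percent inhibition above a per-plate cutoff, the plate mean of test compounds plus 3 SD, cut at about 30% in these data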;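 further: 0% = DMSO wells with GLD-1 and probe and 100% = wells lacking GLD-1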
Target sequence (Q17339 whole entry, looked up): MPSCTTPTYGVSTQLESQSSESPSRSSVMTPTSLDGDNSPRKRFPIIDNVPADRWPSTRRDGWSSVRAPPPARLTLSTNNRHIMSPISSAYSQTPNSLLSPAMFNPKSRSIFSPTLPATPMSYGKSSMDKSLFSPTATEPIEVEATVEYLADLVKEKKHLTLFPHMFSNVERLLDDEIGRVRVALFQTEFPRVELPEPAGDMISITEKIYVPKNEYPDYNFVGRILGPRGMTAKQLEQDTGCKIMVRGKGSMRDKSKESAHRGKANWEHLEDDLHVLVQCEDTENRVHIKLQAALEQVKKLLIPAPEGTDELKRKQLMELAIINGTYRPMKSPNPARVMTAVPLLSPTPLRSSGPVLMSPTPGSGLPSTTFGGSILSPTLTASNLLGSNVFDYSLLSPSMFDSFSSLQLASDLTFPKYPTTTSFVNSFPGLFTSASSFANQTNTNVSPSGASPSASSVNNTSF
Fam108B inh: counter-screen for RBBP9 inhibitors: inhibitors of mouse Fam108B. AID 1947. inhibition, % at 9.51 µM. recombinant Fam108B, FP-Rh probe fluorescence polarization. actives 0.33% (n = 300,000);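 active means inhibition above the screen mean inhibition plus 3 SD, computed separately per campaign, cut at about 18% in these data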;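 further: inhibitors lower polarization as less probe binds the enzyme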
MEX-5 binding: C. elegans MEX-5 TCR-2 RNA binding activity; Q9XUB2; MEX-5/FITC-TCR2 RNA binding, fluorescence polarization; hits give low values; activity score (negative = inhibition of binding), % at 10 µM; actives 0.38% (n = 300,000); AID 1832;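 active means inhibition past about -25% in most replicates, and total fluorescence under double the plate's negative control median, limit read from the data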;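 further: 0% = DMSO and -100% = 5 µM competing unlabeled TCR2 RNA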
VLA-4 inh: inhibition in a human VLA-4 binding assay | P13612 | VLA-4 expressing cells, ligand binding flow cytometry | inhibition, % (about 7 µM as worked out from the volumes in the protocol) | actives 0.2% (n = 330,000) | AID 2557; in the data active means inhibition above about 50%
MCL1-BIM inh: disrupts human MCL1 binding to BIM-BH3 peptide | Q07820 | inhibition, % at 10.9 µM | GST-MCL1 / FITC-Bim-BH3 fluorescence polarization | AID 2057 | actives 0.68% (n = 320,000);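 active means inhibition above the mean inhibition of all tested compounds plus 3 SD, set per campaign, cut at about 40% in these data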;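 further: 0% = DMSO wells and 100% = unlabeled Bim-BH3 peptide control; higher means more loss of mP so more displacement of Bim peptide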
Target sequence (Q07820 whole entry, looked up): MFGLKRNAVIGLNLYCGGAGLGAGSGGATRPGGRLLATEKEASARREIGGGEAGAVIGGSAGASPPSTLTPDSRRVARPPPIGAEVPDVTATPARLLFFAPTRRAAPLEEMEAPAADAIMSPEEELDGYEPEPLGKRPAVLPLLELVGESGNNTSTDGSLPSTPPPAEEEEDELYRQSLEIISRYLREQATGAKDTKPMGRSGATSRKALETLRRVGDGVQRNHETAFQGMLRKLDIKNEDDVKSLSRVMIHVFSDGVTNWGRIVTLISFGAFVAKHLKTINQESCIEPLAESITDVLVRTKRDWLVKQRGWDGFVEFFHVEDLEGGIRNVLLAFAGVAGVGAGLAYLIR
GRK2 inh: inhibitors of human GRK2 displacing RNA aptamer | inhibition of aptamer binding, % at 10 µM | actives 0.59% (n = 330,000) | AID 488847 | bead flow cytometry, FAM-aptamer displacement from GRK2;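 active means inhibition of aptamer binding above 40%, roughly 3 SD of noise, on plates passing a quality check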;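 further: median bead fluorescence of bound FAM aptamer so fluorescent compounds give negative values; no value below 0 was filed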
BCLXL inh: inhibitors of human Bcl-xL | GST-Bcl-xL / FITC-Bim BH3 peptide fluorescence polarization | inhibition, % at 10.9 µM | actives 0.7% (n = 320,000) | AID 2129;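 active means inhibition above the mean of all tested compounds plus 3 SD, cutoff set per campaign, cut at about 30% in these data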;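 further: 0% = DMSO wells and 100% = unlabeled Bim-BH3 peptide competitor; inhibitors lower millipolarization by displacing the labeled peptide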
Target sequence (Q07817 whole entry, looked up): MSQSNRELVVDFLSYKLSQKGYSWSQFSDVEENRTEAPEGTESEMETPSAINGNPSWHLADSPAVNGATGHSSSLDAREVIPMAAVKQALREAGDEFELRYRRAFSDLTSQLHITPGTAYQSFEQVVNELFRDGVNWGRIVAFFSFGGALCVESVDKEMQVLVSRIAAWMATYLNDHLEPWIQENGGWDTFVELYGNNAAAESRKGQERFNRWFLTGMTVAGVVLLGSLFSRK
Efflux pump mplx: antifungal efflux pump inhibition, Nile Red retention; S. cerevisiae Candida pump triplex; inhibition, % at 10 µM; actives 0.44% (n = 330,000);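 active means plate passing quality check with inhibition over a set limit, or well fluorescence over plate mean plus 4 SD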;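 further: Nile Red retained in pooled yeast measured as flow cytometry median fluorescence; 0% = buffer negative control and 100% = Enniatin B positive control; higher means more Nile Red kept so more efflux inhibition; some compounds called inactive have numbers as strong as hits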
PME-1 inh: PME-1 (human) inhibition | Q9Y570 | recombinant PME-1, FP-Rh probe fluorescence polarization | inhibition, % at 5.9 µM | actives 0.53% (n = 320,000);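 active means inhibition above the campaign mean of all compounds plus 3 SD, cut at about 26% in these data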;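 further: competitive labeling of PME-1 active site by serine hydrolase directed probe; 0% = PME-1 with DMSO and 100% = wells lacking PME-1 enzyme; inhibitors block probe labeling so polarization falls and inhibition rises; many of its hits are not listed in these tables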
* marks the source's active call; other numbers are inactive results; . = no result given.

SMILES | GLD-1 RNA inh | Fam108B inh | MEX-5 binding | VLA-4 inh | MCL1-BIM inh | GRK2 inh | BCLXL inh | Efflux pump mplx | PME-1 inh
C=CCn1c(-c2ccc(=O)n(Cc3ccccc3)c2)n[nH]c1=S | 0.2 | 0.4 | 3.5 | 3.7 | -17.0 | 0.0 | -13.2 | -0.4 | -3.0
CCCCn1c(-c2ccc(Br)cc2F)nc2c1c(=O)[nH]c(=O)n2CC(C)C | 1.8 | 2.2 | -1.7 | -6.1 | 2.1 | 1.0 | 3.4 | 0.1 | 2.6
O=C(Nc1cccc(S(=O)(=O)N2CCCCC2)c1)C1COc2ccccc2O1 (stereo unspecified) | 10.3 | . | . | 4.7 | . | 0.0 | . | -0.1 | .
CC1CCCN(C(=O)Cn2nnc(-c3ccc(N(C)C)cc3)n2)C1 (stereo unspecified) | -4.4 | 0.1 | 2.7 | 0.4 | 7.5 | 1.0 | 7.0 | 0.1 | 7.4
Cc1ccc(C)c2c3c([nH]c12)-c1nonc1CC3 | 2.0 | 1.3 | -0.6 | 11.6 | -8.7 | 1.0 | -6.6 | 0.0 | 9.5
COCCCNC(=O)Cn1ncc2ccsc2c1=O | -3.4 | 2.2 | 0.3 | -17.4 | -3.9 | 0.0 | -0.9 | 0.0 | -1.2
CCOc1ccc(-n2nnc3c(=O)n(CC(=O)NCc4ccco4)cnc32)cc1 | 12.8 | 1.4 | 0.4 | 7.1 | -0.3 | 0.0 | -0.1 | -0.1 | -1.4
CCS(=O)(=O)N1Cc2ccccc2CC1C(=O)Nc1ncc(C)s1 (stereo unspecified) | 5.2 | -1.9 | -0.1 | 2.8 | 1.9 | 0.0 | -1.2 | -0.2 | 0.6
O=C(O)Cc1csc(-c2ccccc2)n1 | 0.7 | 1.0 | -1.7 | 4.3 | 6.4 | 0.0 | 8.2 | 0.0 | -1.8
Cc1sc(NC(=S)NC(=O)c2ccco2)c(C(N)=O)c1C | 0.1 | 3.2 | -3.6 | 1.3 | 22.4 | 16.0 | 19.7 | 0.2 | -4.8
Cc1cccc(C(=O)OCC(=O)NC(C)C2CC3CCC2C3)c1O (stereo unspecified) | 4.4 | . | . | 4.8 | . | 2.0 | . | -0.4 | .
CC(=O)Nc1ccc(C(=O)NC(CC(=O)O)c2ccc(Cl)cc2)cc1 (stereo unspecified) | 3.2 | 4.6 | -0.6 | 4.3 | -3.7 | 3.0 | 0.8 | 0.1 | -2.6
CC(C)(C)c1ccc(C(=O)CCC(=O)NCc2ccccc2)cc1 | -0.1 | . | . | 6.9 | -11.3 | 0.0 | -6.2 | 0.3 | -9.3
Cn1c(=O)c2[nH]c(COc3ccc(C(C)(C)C)cc3)nc2n(C)c1=O | 3.2 | 1.8 | 0.5 | 2.6 | -0.2 | 0.0 | -1.9 | 0.2 | -1.5
Cc1ncc(CO)c(/C=N/NC(=S)Nc2ccc(Cl)c(Cl)c2)c1O | 2.0 | 16.1 | 0.6 | 7.3 | -17.1 | 2.0 | 1.2 | -0.1 | 27.4*
[2H]c1c([2H])c([2H])c(-c2nc(N3CCCCCC3)sc2C(=O)c2ccccc2)c([2H])c1[2H] | -0.8 | -3.3 | -1.6 | 19.2 | 3.0 | 8.0 | 0.3 | 0.0 | -7.7
COc1cc(OC)cc(/C(N)=N/O)c1 | -2.4 | -0.6 | 0.5 | 7.1 | -4.0 | 0.0 | -7.2 | -0.1 | -2.9
Cc1ccc2c(c1)nnn2C1CCN(S(=O)(=O)c2ccc(C(=O)NC3CCCC3)cc2)CC1 | 0.6 | -2.7 | 0.8 | -2.8 | 4.9 | 2.0 | 4.4 | 0.2 | 3.4
O=C(NC(=S)NCc1ccco1)c1ccc([N+](=O)[O-])cc1 | -4.8 | . | . | -4.8 | . | 3.0 | . | 0.6 | .
CC1CN(c2ccccc2)c2nc3c(c(=O)[nH]c(=O)n3C)n2C1 (stereo unspecified) | 3.3 | -0.4 | 1.4 | 9.0 | -1.2 | 1.0 | 2.4 | -0.4 | 1.9
CCOc1cccc2c1OC(c1cc(OC)c(OC)c(OC)c1)N1N=C(c3ccc(C)o3)CC21 (stereo unspecified) | -72.3 | -15.5 | 0.5 | -285.6 | -62.1 | 2.0 | -29.5 | 0.1 | -11.5
CCCN1CCN(CC(O)COC(c2ccc(OC)cc2)c2ccc(OC)cc2)CC1 (stereo unspecified) | 2.8 | 4.3 | 0.8 | -1.1 | -5.7 | 0.0 | 2.6 | -1.1 | -1.4
O=C(CSc1nnnn1C1CC2C=CC1C2)Nc1ccc(C(=O)O)cc1 (stereo unspecified) | -3.9 | 0.8 | 0.2 | 16.3 | -3.2 | 0.0 | -5.3 | -0.1 | 0.8
CSc1nc(N)nc(SCC(=O)c2ccccc2)c1C#N | -2.6 | 2.3 | -2.8 | 15.9 | -3.7 | 0.0 | 0.3 | 0.0 | 1.9
COc1ccccc1CN(Cc1cc2cc3c(cc2[nH]c1=O)OCCO3)Cc1nnnn1Cc1ccco1 | 14.1 | -1.3 | 3.6 | 2.3 | 30.8 | 2.0 | 32.3* | 1.4* | 1.1

(more compounds)
SMILES | GLD-1 RNA inh | Fam108B inh | MEX-5 binding | VLA-4 inh | MCL1-BIM inh | GRK2 inh | BCLXL inh | Efflux pump mplx | PME-1 inh
O=C(CN1C(=O)C2C3c4ccccc4C(c4ccccc43)C2C1=O)Nc1ccccc1C(=O)O (stereo unspecified) | 0.4 | -2.2 | -1.3 | 32.2 | 2.2 | 6.0 | 6.1 | 2.7 | -1.0
CCOC(=O)c1cc(=O)n2[nH]c(-c3ccc(C)cc3)cc2n1 | -6.7 | -1.1 | -1.6 | 11.8 | 0.3 | 2.0 | 0.5 | 0.0 | -5.5
Cc1ccc(NC(=O)CCn2nc(C)cc2C)c(C)c1 | 9.1 | 7.6 | -12.5 | -3.9 | 1.5 | 7.0 | 1.8 | 0.0 | -5.2
COc1cc(C(=O)NNC(=O)c2n[nH]c3ccccc23)cc(OC)c1OC | -4.0 | . | . | 11.8 | 1.6 | 0.0 | -0.2 | -0.1 | -3.2
O=C(CSCc1ccccc1)Nc1ccc(S(=O)(=O)Nc2ncccn2)cc1 | 1.4 | -0.6 | 1.2 | -0.3 | -0.5 | 2.0 | -3.3 | 0.0 | -6.5
COc1ccc(CNC(=S)Nc2cc(C)ccc2C)cc1 | 3.0 | -2.0 | -0.6 | 6.0 | 5.5 | 0.0 | 2.5 | 0.2 | -3.7
CCOC(=O)C1(CCCc2ccccc2)CCN(C(=O)C2CCCO2)CC1 (stereo unspecified) | -0.6 | 8.4 | 0.7 | -2.4 | -2.7 | 0.0 | -0.5 | 0.1 | 0.8
O=c1[nH]cnc2scc(C3COc4ccccc4O3)c12 (stereo unspecified) | 3.1 | -1.4 | 0.6 | -17.9 | 4.3 | 1.0 | 3.0 | 0.0 | 0.6
COc1cc(NC(C)=O)ccc1NC(=O)c1cc2ccccc2o1 | -0.2 | 1.3 | 3.1 | 2.5 | 3.7 | 0.0 | 5.0 | 0.1 | 7.7
CSc1ccccc1-n1nnnc1SCC(=O)NCc1cccs1 | 6.4 | -4.7 | -1.5 | 1.4 | 6.5 | 0.0 | -1.2 | 0.0 | 2.2
Cc1nc(-c2ccc(Cl)cc2)sc1C(=O)NN | 1.6 | -3.0 | -0.8 | -3.4 | 8.7 | . | 3.3 | -0.1 | 3.0
CC(C)(C)NCc1cccn1-c1sc2c(c1C#N)CCCC2 | -0.8 | -3.8 | -1.2 | -25.9 | -1.4 | 2.0 | -0.2 | 0.0 | -6.1
O=C(NCc1ccco1)C1CCCN1S(=O)(=O)c1ccccc1C(F)(F)F (stereo unspecified) | 2.5 | -1.7 | -0.3 | 2.9 | 2.5 | 0.0 | 4.2 | 0.0 | -1.4
O=C(COC(=O)C1CC(=O)N(c2ccccc2)C1)c1ccccc1 (stereo unspecified) | 5.9 | -1.0 | -0.3 | 8.9 | 2.3 | 0.0 | 2.0 | 0.1 | -0.6
Cc1ccccc1OCC(=O)N/N=C1\CCOc2c(C)cccc21 | 4.9 | 1.8 | -1.5 | 13.4 | -0.2 | 0.0 | -0.7 | -0.4 | 2.5
Cc1nn(C)c(=O)n1-c1ccccc1 | -5.0 | -2.2 | -3.1 | 15.0 | -8.4 | 3.0 | 4.0 | 0.2 | -0.3
COc1ccc2[nH]c(C(=O)O)c(CCC(=O)O)c2c1 | 3.2 | 2.2 | -4.5 | -3.6 | 9.2 | 0.0 | 4.8 | 0.2 | -0.5
Cc1nn(C(=O)CCCC(=O)NCc2ccccc2)c2ccccc12 | 6.3 | 3.3 | -2.4 | -109.5 | 7.3 | 1.0 | 7.0 | -0.5 | 6.2
O=C(CN1CCN(C(=O)c2cccc(F)c2)CC1)Nc1ccccc1F | -5.7 | 1.0 | 0.6 | 48.4 | 5.3 | 2.0 | 4.0 | -0.1 | -1.4
CCC(c1nnnn1Cc1cccs1)N1CCN(c2nc3ccccc3s2)CC1 (stereo unspecified) | 7.0 | 3.4 | 2.1 | 13.8 | -2.3 | 3.0 | 3.4 | 0.0 | -2.9
Cc1ccc(Nc2ncc3c(n2)CC(c2ccco2)CC3=O)c(C)c1 (stereo unspecified) | -0.7 | 2.2 | -1.6 | -7.2 | 6.0 | 1.0 | 1.8 | 0.0 | 2.7
COc1cccc(NC(=O)CSc2ncnc3c2oc2ccccc23)c1 | 2.0 | -0.9 | 4.3 | -6.7 | 0.0 | 2.0 | 3.2 | -0.1 | -2.4
O=C(CCn1c(=O)oc2ccccc21)NCCC1=CCCCC1 | 1.3 | 3.1 | 0.2 | -3.2 | -8.1 | 2.0 | -2.8 | -0.1 | -1.4
O=C(CSc1nnc(CNC(=O)c2cccs2)o1)Nc1ccc(Cl)cc1 | -3.6 | -0.1 | . | -9.2 | -0.6 | 0.0 | 2.2 | -0.2 | -0.8
CCCCC(CC)CN1C(=O)/C(=C/c2ccncc2)SC1=S (stereo unspecified) | -0.9 | 6.3 | -0.3 | 10.8 | 5.1 | 1.0 | -4.2 | 0.5 | -2.7
O=C1c2ccccc2-c2ccc(C(=O)N3CCCCC3)cc21 | 0.9 | 1.6 | 3.2 | 5.7 | 1.0 | 1.0 | 2.7 | -0.1 | -4.3
COc1cc2c(cc1OC)C(c1ccc(Cl)cc1)CC(=O)N2 (stereo unspecified) | -3.3 | -3.3 | 1.0 | -10.8 | 7.5 | 0.0 | 7.6 | 0.1 | -1.1
CCc1ccc(C(=O)CN2CCSC2=N)cc1 | -1.4 | 3.0 | 1.4 | 5.9 | 8.3 | 0.0 | 5.1 | 0.2 | 2.8
CCn1c(CC(=O)Nc2ccc(F)cc2)nnc1SCC(=O)Nc1nncs1 | 6.1 | -0.3 | -0.3 | 2.9 | 1.2 | 3.0 | 1.8 | -0.5 | 2.6

Some of the entries so far, with values under each structure:
Order of values – GLD-1 RNA inh	Fam108B inh	MEX-5 binding	VLA-4 inh	MCL1-BIM inh	GRK2 inh	BCLXL inh	Efflux pump mplx	PME-1 inh
> CCC(c1nnnn1Cc1cccs1)N1CCN(c2nc3ccccc3s2)CC1 (stereo unspecified)
→ 7.0	3.4	2.1	13.8	-2.3	3.0	3.4	0.0	-2.9
> Cc1ccc2c(c1)nnn2C1CCN(S(=O)(=O)c2ccc(C(=O)NC3CCCC3)cc2)CC1
→ 0.6	-2.7	0.8	-2.8	4.9	2.0	4.4	0.2	3.4
> O=c1[nH]cnc2scc(C3COc4ccccc4O3)c12 (stereo unspecified)
→ 3.1	-1.4	0.6	-17.9	4.3	1.0	3.0	0.0	0.6

This is a subset, so the mix of outcomes need not match the whole.
